# OX1R antag-1 – antagonists of human orexin 1 receptor | O43613 | CHO/OX1R cells, Fluo-8 calcium fluorescence, orexin A | inhibition, % at 5 µM | 330,000 tested, 0.43% active | AID 434989;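 active = inhibition above its plate's threshold, mean inhibition of all tested compounds on the plate plus 3 SD, cut at about 37% in these data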;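 note: 0% = orexin A challenge wells and 100% = SB-334867-A antagonist wells; not every result past the cut was called active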
# Target sequence (O43613 whole entry, looked up): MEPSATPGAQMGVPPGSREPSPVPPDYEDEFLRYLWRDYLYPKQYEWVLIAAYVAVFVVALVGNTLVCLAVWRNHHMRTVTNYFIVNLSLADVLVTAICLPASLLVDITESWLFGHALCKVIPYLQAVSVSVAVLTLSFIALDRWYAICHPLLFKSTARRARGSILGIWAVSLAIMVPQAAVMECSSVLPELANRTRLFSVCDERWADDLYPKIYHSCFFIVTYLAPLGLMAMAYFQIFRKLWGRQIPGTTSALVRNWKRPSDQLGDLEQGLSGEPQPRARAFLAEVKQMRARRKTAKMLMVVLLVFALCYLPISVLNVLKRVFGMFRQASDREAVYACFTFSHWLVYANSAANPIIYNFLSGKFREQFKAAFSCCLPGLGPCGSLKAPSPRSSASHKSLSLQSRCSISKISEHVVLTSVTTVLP
# OX1R antag-2 – OX1R (human) antagonism | O43613 | inhibition, % at 6.6 µM | 330,000 tested, 1.8% active | AID 485270 | OX1R-expressing cells, FRET antagonist read-out; in the data active = inhibition mostly above about 38%, no sharp cut-off; inactive = mostly below about 40%;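 note: 0% = agonist challenge alone and 100% = reference antagonist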
# * = called active by the depositor.
# Each structure is followed by: OX1R antag-1, OX1R antag-2
> O=C(NCC1CCCO1)/C(=C\c1cccc([N+](=O)[O-])c1)NC(=O)c1ccccc1 (stereo unspecified)
  -3.2, 17.8
> CCOc1ccc(/C=N/O)cc1
  -9.6, 16.1
> CC1=[N+](C)N(c2ccccc2)C(=O)C1N=Cc1ccccc1Cl (stereo unspecified)
  -11.8, 5.8
> Cc1occc1-c1nnc(SCC(=O)NC(=O)NC(C)C)n1N
  -24.6, 20.8
> C=CCn1c(COc2ccc(CC)cc2)nnc1SCC(=O)NC1CCS(=O)(=O)C1 (stereo unspecified)
  -39.0, 12.1
> COc1cccc(N2C(=O)C3NN=C(C(=O)CN4C(=O)c5ccccc5C4=O)C3C2=O)c1 (stereo unspecified)
  -11.6, 11.1
> CC(C)CC(C)c1cc(N)nc2nc3ccccc3n12 (stereo unspecified)
  -35.7, 7.4
> c1ccc(-c2nc(NCc3ccco3)c3ccccc3n2)cc1
  11.5, 81.6*
> Cn1c(SCC(=O)N2CCc3ccccc3C2)nnc1-c1cccs1
  -10.9, 15.3
> CCOc1ccccc1NC(=S)N1CCN(c2cccc(OC)c2)CC1
  -19.2, 18.5
> C=C(C)CSc1nnc(-c2cc(OC)c(OC)c(OC)c2)n1N
  -4.0, 9.6
> CCn1c(SCC(=O)Nc2nc(-c3ccc(C)cc3)cs2)nnc1-c1ccccc1O
  35.9, 55.8
> CC(=O)N1c2ccccc2CCc2ccc(N)cc21
  -2.2, 4.0
> Cc1cc(OCc2ccc(F)cc2)nc(-c2ccccc2O)n1
  -26.9, 12.9
> COc1ccc(C2(C)NC(=O)N(CC(=O)Nc3ccc4[nH]c(=O)[nH]c4c3)C2=O)cc1 (stereo unspecified)
  -2.0, 8.1
> O=C(CSc1nnc(CN2CCCCCC2=O)n1-c1ccccn1)NCC(F)(F)F
  -1.4, 11.1
> COc1ccc(-c2csc3nc(C(C)C)oc(=O)c23)cc1OC
  -3.9, 12.9
> O=C(c1ccc(Cl)cc1)n1c(NCc2ccccc2)n[nH]c1=S
  -8.5, 14.8
> Fc1ccc(NC(=S)Nc2cccc3ccccc23)cc1F
  -13.8, 40.6
> Cc1cc(C)c(NC(=O)CNC(=O)c2ccc3ncsc3c2)c(C)c1
  -16.5, -0.7
> c1ccc(CCNc2nc(-c3ccccn3)nc3ccccc23)cc1
  -21.9, -4.7
> Cc1ccc(NC(=O)c2ncn(CC(=O)NCc3nc4ccccc4[nH]3)n2)cc1C
  1.2, 10.1
> NC(=O)CSc1ncc(-c2ccc([N+](=O)[O-])cc2)[nH]1
  -8.5, 80.5*
> COc1ccc(C(=O)NCc2nnc(SCC(=O)N3CCc4ccccc43)n2C2CCCCC2)cc1
  -28.9, 11.0
> CCC(=O)N1CCc2cc(S(=O)(=O)N(CC)c3cccc(C)c3)ccc21
  -12.9, 7.2
> COc1ccc(/C=C/C(=O)c2cc(F)ccc2OC(=O)c2ccccc2C)cc1OC
  0.4, 12.7
> COc1ccccc1NC(=S)N1CCC(C(=O)c2ccc(F)cc2)CC1
  -20.1, 3.5
> CC(Oc1cc(F)ccc1[N+](=O)[O-])C(=O)N(C)CC(=O)Nc1ccccc1C(F)(F)F (stereo unspecified)
  -16.8, 6.2
> CC(C)(C)N(Cc1ccccc1)C(=O)COC(=O)/C=C/c1ccc2c(c1)OCO2
  -28.4, 4.1
> CC(NC(=O)Nc1ccc(O)cc1)(C(F)(F)F)C(F)(F)F
  -16.1, 19.4
> Cc1nn(CC(=O)Nc2ccc(Br)cc2F)c(=O)c2cccn12
  -9.2, 7.6
> CN(c1ccccc1)S(=O)(=O)c1ccc(NC(=O)c2ccccc2)cc1
  -3.5, 7.9
> Cc1sc(/N=C/c2ccccc2O)c(C#N)c1C
  -14.6, 13.1
> CCCn1c(NCc2cc(C)ccc2O)nc2ccccc21
  -39.5, 19.5
> CCOC(=O)c1ccc(Nc2ncnc3c2cnn3C)cc1
  -28.8, 11.0
> O=C(CCn1c(=O)oc2ccccc21)Nc1ccon1
  -6.6, 16.8
> CCCCNc1c([N+](=O)[O-])cc(C)cc1[N+](=O)[O-]
  -7.5, 13.6
> Cc1nn(C)cc1/C=C1\CCC/C(=C\c2cn(C)nc2C)C1=O
  -13.5, 11.6
> O=C(CSc1nc(=O)n2cc(Cl)ccc2n1)Nc1ccc2c(c1)OCO2
  -14.1, 17.2
> COc1ccc(O)c(-c2cn[nH]c2-c2cccs2)c1
  -10.1, 10.6
> C=CCn1c(SCC(=O)NC2CC2)nc2sc(CC)cc2c1=O
  -16.1, 12.5
> CCN=C(NCC)SC1CC(=O)N(c2cccc(OC)c2)C1=O (stereo unspecified)
  6.3, 10.1
> COc1ccc(-n2c(CNC(=O)c3ccc(S(=O)(=O)N4CCCC4)cc3)n[nH]c2=S)cc1
  -1.4, 1.5
> COc1cc(CN2CCCC(N3CCN(c4ccccc4C)CC3)C2)cc(Cl)c1O (stereo unspecified)
  -32.1, 4.4
> O=C1CCCN1CCC1CCCCN1Cc1nc(-c2cnccn2)no1 (stereo unspecified)
  -12.8, -0.8
> CCOc1ccc(NC(=O)[C@@H](NC(=O)c2ccccc2Br)C(C)C)cc1
  -26.2, 19.2
> O=[N+]([O-])c1cc(S(=O)(=O)C(F)(F)F)ccc1N1CCN(c2ccccc2)CC1
  -2.1, 10.6
> CC(C)OC(=O)Cn1nc(C(F)(F)F)c2c1CCCC2
  5.3, 25.2
> Cc1cccn2c(=O)c3cc(C(=O)NCC4CCCO4)c(=N)n(CC4CCCO4)c3nc12 (stereo unspecified)
  -21.0, 62.5*
> CCCN(CCC)CCNC(=S)Nc1ccc2nc3n(c(=O)c2c1)CCCCC3
  -19.4, 10.0
> COc1ccc(F)cc1Cn1nc(C(=O)O)c2ccccc2c1=O
  -23.6, 14.3
> COc1ccccc1C(=O)CC(=O)C(=O)Nc1cccc([N+](=O)[O-])c1C
  -6.6, 0.1
> c1ccc(-c2nc(CSc3n[nH]c(-c4cccs4)n3)cs2)cc1
  -12.4, 25.0
> Cc1ccc2c(c1)cc(CN(Cc1cccnc1)C(=O)NCc1ccccc1)c1nnnn12
  -31.5, 14.3
> Cc1ccccc1OCC(=O)OCC(=O)NCC1CCCO1 (stereo unspecified)
  -9.5, 3.0
> COc1ccccc1N(C)S(=O)(=O)c1ccc(C(=O)N(CC(N)=O)C(C)C)cc1
  -20.2, 11.1
> O=C(NC1CC1)c1sc2cc([N+](=O)[O-])ccc2c1Cl
  -4.3, 68.6*
> CCN=C1S/C(=C\c2cn(CC)c3ccccc23)C(=O)N1CC
  -63.6, 11.0
> CCCn1cc(CN2CCC(n3nccc3NC(=O)CCOc3ccccc3)CC2)c(C)n1
  -20.5, 9.1
> c1ccc2c(c1)CSc1ccccc1N2
  -12.5, 26.1

# Going on with the list.
# Each structure is followed by: OX1R antag-1, OX1R antag-2
> O=C(COC(=O)/C=C/c1ccc([N+](=O)[O-])cc1)NCc1cccs1
  -16.9, 18.0
> CCN(C(=O)COC(=O)c1cc([N+](=O)[O-])ccc1N1CCCCC1)C1CCS(=O)(=O)C1 (stereo unspecified)
  -4.9, 15.5
> O=C(O)c1cc(Cl)c(Cl)cc1C(=O)N(Cc1ccccc1)Cc1ccccc1
  2.1, 22.1
> Cc1ccc(Cn2c(CCNc3nc(-c4ccc(Cl)c([N+](=O)[O-])c4)cs3)nc3cc(Cl)c(Cl)cc32)cc1
  -21.4, 26.6
> CC(=O)c1cccc(NC(=O)C2CCCN(S(=O)(=O)c3cccc4cccnc34)C2)c1 (stereo unspecified)
  -11.0, 55.0*
> COc1ccc(S(=O)(=O)N2CCN(C(=O)c3ccc([N+](=O)[O-])o3)CC2)cc1
  -23.0, 20.7
> CCOc1ccc(CCNC(=O)COC(=O)c2cc(OC)c(OC)cc2[N+](=O)[O-])cc1OCC
  -46.5, 32.1
> O=S(=O)(c1cccc2cccnc12)N(CCO)CCO
  -17.0, 12.4
> C=CCn1nnnc1SCC(=O)Nc1cccc(OC)c1
  -2.9, 2.2
> CCOC(=O)C1=C(C)c2ccccc2OC1(C(=O)OCC)C(C)C (stereo unspecified)
  -22.5, 7.4
> CC(C)CC(CC(C)C)=NNC(=O)c1ccc(CSc2nncn2C)cc1
  -11.7, 6.7
> COc1cc(O)c(C(=O)/C=C/c2ccccc2)c(OC)c1
  -35.8, 19.0
> Cc1c(/C=N/n2cnnc2)c2ccccc2n1CCOc1ccc(Cl)cc1
  4.0, 4.1
> COc1cc(CC(=O)O)c(C(C)=O)cc1OC
  -0.5, 24.8
> Cc1cc(C)n(-c2nc3ccccc3nc2N2CCN(S(=O)(=O)c3ccc(F)c(C)c3)CC2)n1
  -30.1, 0.1
> Cn1c(SCC(=O)N2CCN(c3ccccc3)CC2)nnc1-c1ccccc1
  -21.7, 16.1
> Cc1ccc(C)c(NC(=O)c2cc(-c3cc(C)c(C)cc3O)n[nH]2)c1
  -31.1, 8.1
> O=C(NCCNC1CCCCC1)c1ccco1
  15.2, 32.5
> Cc1ccc2oc(/N=C(\N)NC(=O)C(C)(C)C)nc2c1
  -15.7, 0.6
> COc1ccc(S(=O)(=O)n2nc(OC(C)=O)cc2N)cc1
  -4.8, 32.0
> CCN(CC)S(=O)(=O)c1ccc(-c2nnc(SCc3nnc(-c4ccccc4)o3)o2)cc1
  -17.6, 24.4
> CN(C)C(=S)SCC(=O)NC(=O)NC(C)(C)C
  1.9, 3.2
> C=CCn1c(CNC(=O)c2ccco2)nnc1SCC(=O)c1ccccc1
  -16.8, 16.4
> CC(Sc1nnc(-c2cccs2)n1N)C(=O)NCC1CCCO1 (stereo unspecified)
  5.8, -2.9
> CC(C)(C)SCCNC(=O)COc1ccc(Cl)cc1
  -13.0, 14.8
> Cc1cc(NC(=O)NC(C)(C(F)(F)F)C(F)(F)F)no1
  -7.8, 6.2
> CC(C)NC(=O)COC(=O)c1cncc(Br)c1
  -16.8, 25.2
> COCCNC(=O)c1ccc2c(c1)ncn2-c1ccc(C)c(Cl)c1
  -11.9, 7.8
> CC(C)CN(C(=O)COC(=O)c1ccc2ccccc2c1)c1c(N)n(Cc2ccccc2)c(=O)[nH]c1=O
  -35.2, 7.8
> CCOCCCNC(=O)CCN1C(=O)c2ccccc2Sc2ncccc21
  -16.9, 10.4

# A portion taken from the entries so far:
# Each structure is followed by: OX1R antag-1, OX1R antag-2
> C=CCn1nnnc1SCC(=O)Nc1cccc(OC)c1
  -2.9, 2.2
> CCOC(=O)C1=C(C)c2ccccc2OC1(C(=O)OCC)C(C)C (stereo unspecified)
  -22.5, 7.4
> CC(C)CC(CC(C)C)=NNC(=O)c1ccc(CSc2nncn2C)cc1
  -11.7, 6.7
> COc1cc(O)c(C(=O)/C=C/c2ccccc2)c(OC)c1
  -35.8, 19.0
> Cc1c(/C=N/n2cnnc2)c2ccccc2n1CCOc1ccc(Cl)cc1
  4.0, 4.1
> COc1cc(CC(=O)O)c(C(C)=O)cc1OC
  -0.5, 24.8
> Cc1cc(C)n(-c2nc3ccccc3nc2N2CCN(S(=O)(=O)c3ccc(F)c(C)c3)CC2)n1
  -30.1, 0.1
> Cn1c(SCC(=O)N2CCN(c3ccccc3)CC2)nnc1-c1ccccc1
  -21.7, 16.1
> Cc1ccc(C)c(NC(=O)c2cc(-c3cc(C)c(C)cc3O)n[nH]2)c1
  -31.1, 8.1
> O=C(NCCNC1CCCCC1)c1ccco1
  15.2, 32.5
> Cc1ccc2oc(/N=C(\N)NC(=O)C(C)(C)C)nc2c1
  -15.7, 0.6
> COc1ccc(S(=O)(=O)n2nc(OC(C)=O)cc2N)cc1
  -4.8, 32.0
> CCN(CC)S(=O)(=O)c1ccc(-c2nnc(SCc3nnc(-c4ccccc4)o3)o2)cc1
  -17.6, 24.4
> CN(C)C(=S)SCC(=O)NC(=O)NC(C)(C)C
  1.9, 3.2
> C=CCn1c(CNC(=O)c2ccco2)nnc1SCC(=O)c1ccccc1
  -16.8, 16.4
> CC(Sc1nnc(-c2cccs2)n1N)C(=O)NCC1CCCO1 (stereo unspecified)
  5.8, -2.9
> CC(C)(C)SCCNC(=O)COc1ccc(Cl)cc1
  -13.0, 14.8
> Cc1cc(NC(=O)NC(C)(C(F)(F)F)C(F)(F)F)no1
  -7.8, 6.2
> CC(C)NC(=O)COC(=O)c1cncc(Br)c1
  -16.8, 25.2
> COCCNC(=O)c1ccc2c(c1)ncn2-c1ccc(C)c(Cl)c1
  -11.9, 7.8
> CC(C)CN(C(=O)COC(=O)c1ccc2ccccc2c1)c1c(N)n(Cc2ccccc2)c(=O)[nH]c1=O
  -35.2, 7.8
> CCOCCCNC(=O)CCN1C(=O)c2ccccc2Sc2ncccc21
  -16.9, 10.4

# Further results
# Each structure is followed by: OX1R antag-1, OX1R antag-2
> O=C(CCl)N1CCN(C(=O)C2COc3ccccc3O2)CC1 (stereo unspecified)
  -7.0, 8.7
> Cc1cc(C(=O)NNC(=O)c2ccc(Cl)c(S(N)(=O)=O)c2)c(C)o1
  -8.3, 6.0
> CCOC(=O)C(=O)Nc1cc(C)on1
  0.7, 23.4
> CN(C)c1ccc(P(=O)(Nc2cccc(C(F)(F)F)c2)N2CCOCC2)c(NC(=O)c2cccs2)c1 (stereo unspecified)
  -34.1, 13.5
> Cc1ccc(-c2noc(CN3CCN(Cc4ccccc4)CC3)n2)cc1
  -23.4, 3.5
> COc1cccc(N2CCN(CC(=O)Nc3ccc(-n4cnnn4)cc3)CC2)c1
  4.0, 1.1
> COC(=O)CNC(=O)c1cc(-c2ccncc2)nc2ccccc12
  -10.8, 21.1
> CCn1c(SC(C)C(=O)Nc2ccc3c(c2)OCCO3)nnc1C1CC1 (stereo unspecified)
  -13.7, 8.2
> O=C(CSc1nnc(CNC(=O)c2ccc(F)cc2)o1)NCc1ccc(F)cc1
  -20.4, 10.8

# Assay outcomes deposited in PubChem by The Scripps Research Institute Molecular Screening Center.
